Screens (PubChem BioAssay)
RBBP9 inh = human RBBP9 inhibitors, primary screen, biochemical, fluorescence polarization, FP-Rh probe, HTS; actives 0.2% (n = 220,000); inhibition, % at 7.94 µM; recombinant RBBP9; Serine hydrolase RBBP9 (Homo sapiens), O75884;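 active = inhibition above the campaign mean of all tested compounds plus 3 SD, cut at about 14% in these data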;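 note: plate controls were DMSO wells with RBBP9 for no effect and wells lacking RBBP9 protein for full effect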
Target sequence (O75884 whole entry, looked up): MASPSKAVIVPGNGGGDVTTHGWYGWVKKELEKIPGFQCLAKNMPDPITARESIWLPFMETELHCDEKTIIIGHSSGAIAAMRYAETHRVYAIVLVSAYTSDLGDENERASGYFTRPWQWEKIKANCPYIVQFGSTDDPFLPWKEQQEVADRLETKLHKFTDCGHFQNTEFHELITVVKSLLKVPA
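Measured by: FP readout at 525/598 nm; material: recombinant human RBBP9; also added: Serine-hydrolase probe FP-Rh, 375 nM pre-mixing; medium: Tris buffer pH 8.0, NaCl, Pluronic; replication: one well per compound; doses: one concentration, 7.94 µM nominal, 0.794% DMSO; timing: preincubation 30 min plus labeling 45 min at 25 °C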
NPY-Y2 PAM-ag = NPY-Y2 potentiators or agonists, primary screen, cell-based | actives 0.45% (n = 220,000) | cells expressing NPY-Y2, potentiator/agonist read-out | activation, % at 3.6 µM | Neuropeptide Y receptor type 2 (Homo sapiens), P49146; in the data active = activation above about 27%;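 note: cells stimulated with NPY near EC25 plus isoproterenol at EC100; 0% = vehicle plus submaximal agonist and 100% = vehicle plus saturating agonist; some results beyond the cut were filed as inactive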
NPY Y1 blocker = NPY-Y1 receptor antagonists, primary screen, cell-based | Neuropeptide Y receptor type 1 (Homo sapiens), P25929 | HEK293-CNG Y1 cells, membrane potential fluorescence; NPY at EC95, then isoproterenol | inhibition, % at 3.6 µM | actives 1% (n = 200,000) | AID 1040, 2008;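 active = inhibition above the campaign mean inhibition of all tested compounds plus 3 SD, cut at about 20% in these data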;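 note: 0% = DMSO wells given NPY plus isoproterenol and 100% = isoproterenol alone without NPY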
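System: HEK293 cells with Y1 receptor plus CNG channel / Probe or stimulus: NPY 25 nM then isoproterenol 1 µM plus Ro 20-1724 25 µM / Compound: one concentration, 3.6 µM, in 0.4% DMSO / Schedule: compound incubation 1 h at room temperature, readout 45 min post-stimulation / Measured by: membrane potential fluorescence / Read-out: % inhibition of NPY effect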
Hck-Nef inh = inhibitors of Nef-activated human Hck kinase, primary screen, biochemical, Z-Lyte FRET, 384-well, Hck-YEEI | actives 0.68% (n = 220,000) | Recombinant Hck-YEEI plus Nef, Z-Lyte FRET kinase assay | inhibition, % at 20 µM | Tyrosine-protein kinase HCK (Homo sapiens), P08631;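 active = Hck-Nef kinase inhibition above about 50%, limit read from the data; inactive = inhibition below that limit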;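 note: 0% = DMSO with Hck plus Nef and 100% = Hck alone without Nef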
Runt-CBFb FRET = inhibitors of RUNX1 Runt–CBFb binding, primary screen, biochemical, FRET, Cerulean-Runt, Venus-CBFb, uHTS; actives 0.46% (n = 220,000); Cerulean-Runt/Venus-CBFb FRET ratio 530/480, 1 h; inhibition, % at 20 µM; AID 1496, 2009;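 active = inhibition over about 50% at 20 µM in the single-dose screen, limit read from the data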;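 note: 0% = DMSO wells and 100% = excess unlabeled CBFb competitor control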
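Assay system: Cerulean-tagged RUNX1 Runt domain (FRET donor) fusion protein / Amount: 100 nM each of Venus-CBFb and Cerulean-Runt domain / Medium: Tris buffer pH 7.5 with salts and BSA / Also added: Venus-CBFb 100 nM / Schedule: 1 h complex formation plus 1 h compound treatment, room temperature / Signal: FRET fluorescence / Read-out: loss of energy transfer signal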
NPY-Y1 PAM-ag = NPY-Y1 receptor potentiators or agonists, primary screen, cell-based | NPY-Y1 expressing cells, potentiator/agonist activation | activation, % at 3.6 µM | AID 1304, 2008 | Neuropeptide Y receptor type 1 (Homo sapiens), P25929 | actives 0.37% (n = 220,000); in the data active = activation above about 33%, passing the limit was not always enough;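 note: cells stimulated with NPY at EC10 then isoproterenol at EC100; 0% = low agonist plus stimulus and 100% = saturating agonist plus stimulus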
p97 ATPase inh = inhibitors of human p97 ATPase, primary screen, biochemical. Transitional endoplasmic reticulum ATPase (Homo sapiens), P55072. recombinant p97 ATPase, Kinase-Glo ATP luminescence, 3 h. inhibition, % at 8 µM. actives 0.42% (n = 220,000); in the data active = inhibition above about 15%;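 note: 0% = DMSO vehicle and 100% = wells lacking enzyme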
Runt-SMMHC FRET = inhibitors of RUNX1 Runt–CBFb-SMMHC binding, primary screen, biochemical, FRET, Cerulean-Runt, Venus-CBFb-SMMHC, uHTS. Cerulean-Runt/Venus-CBFb-SMMHC FRET ratio 530/480, 1 h. actives 0.74% (n = 220,000). inhibition, % at 20 µM;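 active = mean inhibition across duplicate retests at 20 µM reaching about 50%, limit read from the data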;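 note: 0% = DMSO wells and 100% = wells with excess untagged CBFb-SMMHC; inhibitors lower the FRET ratio by blocking Runt binding to CBFb-SMMHC; some results filed as inactive read as strong as hits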
MDM2 E3 inh = MDM2-luciferase reporter signal enhancers, primary screen, MDM2 E3 ligase inhibitor project, cell-based, luminescence, 1536-well; cell-based MDM2 ubiquitination luciferase reporter, 2 h; 0 = plate control, 100 = twice control, blank-subtracted; signal enhancement, % at 5 µM; AID 1230, 2008; actives 0.11% (n = 210,000);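 active = signal enhancement of 30% or more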;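 note: luminescence tracks abundance of the self-degrading MDM2-luciferase fusion protein; higher signal means inhibition of MDM2 E3 ligase activity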
Target sequence (Q00987 whole entry, looked up, the tested form may be a part): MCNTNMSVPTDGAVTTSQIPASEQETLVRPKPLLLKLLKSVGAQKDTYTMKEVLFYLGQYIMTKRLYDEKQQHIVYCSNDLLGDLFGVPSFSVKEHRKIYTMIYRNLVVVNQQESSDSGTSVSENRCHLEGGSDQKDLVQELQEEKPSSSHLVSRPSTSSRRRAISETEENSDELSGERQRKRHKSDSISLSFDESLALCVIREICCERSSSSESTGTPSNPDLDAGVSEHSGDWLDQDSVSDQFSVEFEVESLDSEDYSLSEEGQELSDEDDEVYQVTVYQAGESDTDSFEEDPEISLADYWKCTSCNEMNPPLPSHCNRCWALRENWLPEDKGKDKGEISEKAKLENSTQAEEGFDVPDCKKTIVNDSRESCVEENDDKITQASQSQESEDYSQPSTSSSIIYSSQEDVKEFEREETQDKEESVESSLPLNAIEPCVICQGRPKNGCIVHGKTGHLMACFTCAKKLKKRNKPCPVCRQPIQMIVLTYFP
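Assay system: mammalian cells stably expressing self-ubiquitinating, self-degrading MDM2 E3–luciferase fusion. Quantity: 2000 cells in each well. Medium: DMEM culture medium. Compound dosing: single-point 5 µM. Timing: cell settling 4 h, compound treatment 2 h, both 37 °C. Technique: luciferase luminescence. Read-out basis: percent signal gain over controls, blank-subtracted. Benchmarks: plate controls and plate blanks.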
The depositor's hits bear a star; · = not tested or not shown.

Value order – RBBP9 inh	NPY-Y2 PAM-ag	NPY Y1 blocker	Hck-Nef inh	Runt-CBFb FRET	NPY-Y1 PAM-ag	p97 ATPase inh	Runt-SMMHC FRET	MDM2 E3 inh
1. CC(=O)NC1=NN(C(C)=O)C(C)(CCS(=O)(=O)c2ccc(Br)cc2)S1 (configuration not stated)
  -10	-5	4	1	1	-17	-1	1	-8
2. Cc1cccc(N2CCN(C(=O)Cn3nc(Cc4ccncc4)c4ccccc4c3=O)CC2)c1C
  -2	7	-4	24	·	18	0	·	·
3. Cc1ccc(S(=O)(=O)/N=C(/c2ccc(F)cc2)N2CCCC2)cc1
  7	8	0	21	-2	12	1	1	-20
4. CN(C)c1ccc(C(=O)Nc2ccc(S(=O)(=O)NC3=NCCCCC3)cc2)cc1
  -14	6	-5	-2	-1	14	-11	2	·
5. CC(=O)O/N=C/c1c(NCc2ccccc2)nc2c(C)cccn2c1=O
  -13	-15	·	25	6	-14	-1	0	7
6. CCS(=O)(=O)c1ccc2oc(Nc3ccccc3Br)nc2c1
  -15	-7	·	-1	-2	-14	-13	1	-9
7. Cn1c(=O)[nH]c(Nc2ccccc2)c([N+](=O)[O-])c1=O
  2	-1	-1	2	0	10	1	2	-4
8. CCN(CCNC(=O)C1CCN(S(=O)(=O)CC)CC1)c1ccccc1
  2	8	6	1	1	-9	0	-2	3
9. CCC(=O)Nc1cccc(-n2nnnc2SCC(=O)N(C(C)C)C(C)C)c1
  -5	-2	-1	17	-3	-7	-1	-1	-5
10. CCOC(=O)c1oc2ccccc2c1NC(=O)c1cc(OC)cc(OC)c1
  -2	-4	0	1	-2	-7	-2	5	-19
11. COc1cc(-c2nn3c(Cc4ccccc4)nnc3s2)cc(OC)c1OC
  -1	-4	6	0	5	-17	1	-2	-11
12. Cc1ccc(S(=O)(=O)NCC(c2ccccc2)N2CCN(CCC#N)CC2)cc1 (configuration not stated)
  -2	16	5	2	1	-7	0	2	10
13. CCOc1ccccc1N(C(=O)CNS(=O)(=O)c1ccccc1)C(CC)C(=O)NCc1ccco1 (configuration not stated)
  -2	-3	7	-2	2	7	-6	-6	-4
14. COCCN(Cc1cc2cc(C)cc(C)c2nc1Cl)C(=O)Nc1ccccc1
  -8	0	4	-1	-1	-21	-5	22	-2
15. CN=C1SC(CC(=O)Nc2sc3c(c2C#N)CCCC3)C(=O)N1C (configuration not stated)
  -10	-12	7	-1	-1	-7	-3	-7	-19
16. COCCNC(=O)C(OC(=O)CC1Sc2ccccc2NC1=O)c1ccncc1 (configuration not stated)
  7	-8	-4	1	0	-1	-1	3	-5
17. CC(C(=O)N1CCc2ccccc2C1)N1C(=O)c2ccccc2C1=O (configuration not stated)
  -5	-9	·	15	-1	18	9	0	-12
18. CC1CCCC(C)N1/N=C/c1ccccc1OC(F)F (configuration not stated)
  -9	17	0	45	0	3	4	-6	-13
19. CC1CC(=S)Nc2ccccc2N1Cc1ccccc1 (configuration not stated)
  4	3	5	4	0	16	-5	1	-6
20. Cc1cccc(OCCCCc2c(C)n[nH]c2C)c1
  -1	8	2	0	-2	-3	-7	-2	-3
21. CC(=O)OCC(=O)[C@H]1CC[C@H]2[C@@H]3CCC4=CC(=O)CC[C@]4(C)[C@H]3CC[C@]12C
  -5	-2	4	1	2	-12	-3	2	·
22. COc1cc(NC(=O)c2cccc(Br)c2)nc(OC)n1
  -1	-6	2	22	1	6	3	-1	2
23. COc1cccc2cc(C(=O)N3CCN(C(=O)c4ccco4)CC3)c(=O)oc12
  -6	-13	4	0	1	-2	0	1	4
24. O=C(N(c1ccccc1)c1ccccc1)n1ccnc1
  -10	1	0	-4	-2	2	4	4	-9
25. Cc1nc(N)sc1N=Nc1ccc(F)cc1
  -2	0	-3	9	0	6	-1	-11	-2
26. O=c1c2[nH]c3ccccc3c2ncn1Cc1ccccn1
  -8	14	6	3	-1	-18	7	-2	-5
27. CCN(CC)C(=O)C(=O)N/N=C/c1ccc(C(=O)OC)cc1
  -7	9	-1	1	1	0	-1	-1	-8
28. O=C(c1ccc(NS(=O)(=O)c2cccc3cccnc23)cc1)N1CCOCC1
  4	4	-5	-1	·	8	1	·	·
29. O=C(NC(=O)c1ccncc1)NC(c1ccccc1)c1ccccc1
  10	1	-2	1	·	26	-1	1	1
30. CCCCOc1ccc(Cl)cc1CSc1nnc(CC)n1N
  -7	2	7	1	-3	1	-1	-1	-11
31. Fc1ccccc1COc1ccc(/C=N/n2cnnc2)cc1
  -1	12	6	1	0	8	1	-4	-23
32. COc1nc(N)nc(N2CCOCC2)n1
  -8	9	-1	1	0	3	2	0	-11
33. Cc1ccc(C(CC(=O)NCc2ccco2)c2ccc(OC(C)C)cc2)cc1 (configuration not stated)
  -5	-12	5	-2	·	14	-2	·	·
34. CCCN=C(Nc1ccc(Cl)cc1)c1cccnc1
  -4	0	-2	0	2	6	4	-2	-7
35. COc1ccc(S(=O)(=O)Nc2ccc(F)c(Cl)c2)cc1OC
  1	-5	-4	0	1	8	2	0	-14
36. Cc1cccc(Oc2sc(C(=O)c3ccccc3)c(N)c2C#N)c1
  -8	-51	9	1	-3	-35	-2	-2	-13
37. O=C(NCCc1ccccc1)C1CCN(S(=O)(=O)c2cccc3nonc23)CC1
  2	-7	-5	2	1	15	0	1	0
38. Cc1ccc(NC(=O)NN2CCOCC2)cc1
  -1	-8	-3	13	-5	8	1	0	-12
39. C/C(Nc1ccccc1C(F)(F)F)=C1/CCOC1=O
  -8	-21	-1	14	2	-4	-2	-1	-14
40. CC1=CC2CC1C1C(=O)N(c3ccc(S(=O)(=O)Nc4nc(C)cc(C)n4)cc3)C(=O)C21 (configuration not stated)
  -2	-2	1	2	3	-23	0	-3	-4
41. COCCNC(=O)c1ccccc1NS(=O)(=O)c1ccc(C)c([N+](=O)[O-])c1
  -13	10	7	-2	1	-10	-4	3	-14
42. CCOc1ccc(OCC)c(NC(=O)CC2Oc3ccccc3NC2=O)c1 (configuration not stated)
  2	-6	-1	0	0	-4	1	0	-4
43. CC1CCC(NC(=O)C2(C)CCC(=O)N2Cc2cccnc2)CC1 (configuration not stated)
  -2	2	-4	22	1	5	0	-1	-11
44. N=c1n(CCCOc2ccc(F)cc2)c2ccccc2n1CC(N)=O
  -1	9	·	28	-1	0	4	1	-4
45. CCC(=O)N1CCN(c2ccccc2NC(=O)c2cccc(C)c2)CC1
  -6	-8	5	-18	-1	-14	1	-2	12
46. O=c1[nH][nH]c(C(F)(F)F)c1C=Nc1ccccc1Cl
  -5	11	9	1	0	-6	4	6	-5
47. Cc1cc(C(=O)CSc2nnc(-c3cccnc3)n2-c2ccccc2)c(C)n1CC1CCCO1 (configuration not stated)
  2	-2	5	4	1	-3	-5	-3	-13
48. CCCNCc1cc(Cl)c(OCC)c(Cl)c1
  -2	-3	3	5	-2	-24	6	5	-5
49. COc1ccccc1N(Cc1cc2cccc(C)c2[nH]c1=O)C(=O)C(C)C
  -4	1	-6	2	-3	-5	-4	0	·
50. Cc1ccc2nc(NC(=O)CS(=O)(=O)Cc3ccccc3)sc2c1
  -6	-4	·	7	1	-14	-4	-1	·
51. COC(=O)c1cnn2c(C)c(Cc3cccc(F)c3)c(C)nc12
  1	8	3	-1	·	-1	2	-5	-13
52. CC1(/[N+]([O-])=C/c2ccc(F)cc2)CCCCC1=O (configuration not stated)
  -2	13	·	13	1	12	2	0	-15
53. C#CCNC(=O)c1ccc(OCc2ccccc2)cc1Cl
  1	3	-1	24	0	-3	2	1	-18
54. Fc1ccc(-c2noc(C3CCN(Cc4cccnc4)CC3)n2)cc1
  2	-2	-4	2	1	4	2	2	-11
55. COC(=O)CCSCC(=O)N1N=C(c2ccc(OC)cc2)CC1c1cccc(OC)c1OC (configuration not stated)
  1	-3	2	19	-4	-4	1	-3	25
56. Cc1ccccc1NC(=O)c1ccc(COc2ccc3c(C)cc(=O)oc3c2)cc1
  -4	-6	7	5	-2	16	0	-11	1
